CDK5 p35 inh = inhibitors of human CDK5/p35 kinase; Q00535+Q15078; Recombinant CDK5/p35, ADP-Glo luminescence, 60 min; inhibition, % at 10 µM; hit rate 0.01% among 330,000; AID 488839;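 active means highest replicate inhibition of at least 50% and at least 75% of replicates reaching 50%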;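 further: plate controls were DMSO neutral control for no effect and GW8510 at 10 µM for full effect; many of its hits are not listed in these tables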
PKA-R1A act = activates the PKA-R1A holoenzyme complex. hit rate 0.083% among 340,000. PKA-R1A dissociation, Cy5-IP20 fluorescence polarization; scaled: DMSO 0%, 113 µM cGMP 100%. P00514+P68181. activation, % at 11.4 µM;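 active means percent activation above the mean of all tested compounds plus 3 SD, cut at about 19% in these data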;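 further: higher means more PKAc released from R1A so a rise in polarization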
HTR5A ag ctr = activates human HTR5A in OPRM1-OPRD1 agonist counter-screen. P47898. HTR5A agonist assay, luminescence, cell-based. activation, % at 9.3 µM. hit rate 0.61% among 340,000; in the data active means activation mostly above about 9.5%, no sharp cut-off; inactive means mostly below about 7.6%;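 further: 0% = cells with vehicle only and 100% = reference agonist; strong numbers were not always called active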
Target sequence (P47898 whole entry, looked up): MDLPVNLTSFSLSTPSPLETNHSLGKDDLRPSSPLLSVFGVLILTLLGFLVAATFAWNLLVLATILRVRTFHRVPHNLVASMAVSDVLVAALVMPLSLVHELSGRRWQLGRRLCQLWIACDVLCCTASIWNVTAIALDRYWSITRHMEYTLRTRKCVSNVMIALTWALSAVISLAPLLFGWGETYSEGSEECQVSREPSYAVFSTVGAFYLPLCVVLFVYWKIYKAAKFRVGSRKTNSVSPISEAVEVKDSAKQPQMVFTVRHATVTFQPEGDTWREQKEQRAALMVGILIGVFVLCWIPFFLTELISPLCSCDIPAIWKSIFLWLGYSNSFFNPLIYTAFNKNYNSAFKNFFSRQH
DAGLB inh = blocks human DAGLB lipase activity; Q8NCG7; HEK293T DAGLB membrane lysate, EnzChek fluorogenic substrate; inhibition, % at 5.17 µM; hit rate 0.059% among 340,000; AID 504411; in the data active means inhibition above about 34%;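 further: 0% = enzyme with vehicle and 100% = wells lacking enzyme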
phage Ecoli inh = E. coli growth loss with phage present | hit rate 0.26% among 360,000 | growth absorbance | AID 651602 | inhibition, % at 11.9 µM; in the data active means inhibition above about 11%
AddAB inh = less growth of phage-infected E. coli with AddAB; E. coli expressing H. pylori AddAB, absorbance growth; inhibition, % at 11.9 µM; hit rate 0.29% among 330,000; AID 435030; in the data active means inhibition above about 12%;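 further: 0% = vehicle wells of infected cells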
Ecoli viability = counter-screen for AddAB inhibitors: E. coli growth inhibition; E. coli V3065 growth, OD600 absorbance, 18 h; inhibition, % at 11.9 µM; hit rate 0.27% among 330,000;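 active means inhibition above the campaign's mean inhibition across all tested compounds plus 3 SD, cut at about 9.9% in these data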;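 further: uninfected addAB+ strain grown without phage in ampicillin broth; 0% = DMSO wells and 100% = ciprofloxacin 0.95 µg/ml wells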
HTR5A inv ctr = inverse agonist of human HTR5A in OPRM1-OPRD1 counter-screen; P47898; HTR5A cell line, luminescence, inverse agonism; inhibition, % at 9.3 µM; hit rate 0.083% among 340,000; in the data active means inhibition mostly above about 23%, no sharp cut-off; inactive means mostly below about 18%;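 further: 0% = cells with DMSO and 100% = no-cell wells with DMSO; some compounds called inactive have numbers as strong as hits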
Tat transport = inhibitors of E. coli Tat protein transport; inhibition, % at 10 µM; hit rate 0.036% among 340,000; E. coli MC4100 TorA-mCherry Tat export, fluorescence;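 active means mean replicate inhibition at least 50% and at least half of replicates individually reaching 50%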;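 further: exported cargo escapes ClpAP degradation while cytoplasmic cargo is degraded and loses fluorescence; 0% = median of neutral control wells and 100% = median of NaSCN control wells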
PKA-R2B act = PKA-R2B complex activation; P22694+P31323; PKA-R2B holoenzyme dissociation, Cy5-IP20 fluorescence polarization; R2B truncated from residue 108, S112A mutant; 0% DMSO only, 100% 113 µM cGMP; hit rate 0.079% among 340,000; activation, % at 11.4 µM;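 active means activation above a cutoff set at the mean over all compounds plus 3 SD, cut at about 18% in these data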;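 further: higher means more holoenzyme dissociation and a rise in polarization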
Target sequence (P31323 whole entry, looked up, other chains not shown, the tested form may be a part): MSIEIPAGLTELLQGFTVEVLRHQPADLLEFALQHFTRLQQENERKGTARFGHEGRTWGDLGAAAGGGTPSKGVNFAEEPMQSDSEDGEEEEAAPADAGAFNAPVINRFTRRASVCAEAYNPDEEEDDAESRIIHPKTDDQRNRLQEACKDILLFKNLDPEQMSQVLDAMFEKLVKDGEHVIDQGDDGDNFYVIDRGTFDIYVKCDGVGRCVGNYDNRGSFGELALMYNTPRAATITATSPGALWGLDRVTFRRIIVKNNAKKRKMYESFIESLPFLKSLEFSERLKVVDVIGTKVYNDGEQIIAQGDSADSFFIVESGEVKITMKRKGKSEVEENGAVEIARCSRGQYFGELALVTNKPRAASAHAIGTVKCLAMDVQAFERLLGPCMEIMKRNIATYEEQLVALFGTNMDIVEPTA
SUMO Mot1 rescue = inhibitors of SUMOylation pathway: yeast Mot1-301 growth rescue; S. cerevisiae Mot1-301 growth rescue, ATP luminescence, 38.5C; percent above DMSO median, 100 means doubled; growth rescue, % at 18.8 µM; hit rate 1% among 320,000; AID 2716;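 active means every valid replicate shows activation above 250% relative to neutral control wells; inactive means the rest, any valid replicate at or below 250%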;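 further: OY570 slx delta 5 strain wells were the positive control but not used for scaling; some compounds called inactive have numbers as strong as hits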
* hit, by the source's call; . = not tested or not shown.

SMILES	CDK5 p35 inh	PKA-R1A act	HTR5A ag ctr	DAGLB inh	phage Ecoli inh	AddAB inh	Ecoli viability	HTR5A inv ctr	Tat transport	PKA-R2B act	SUMO Mot1 rescue
COc1ccc([C@@H]2CC=C(C(=O)O)[C@H](c3ccccc3F)N2S(=O)(=O)c2ccccc2C)cc1	-1.0	-8	1	4	1.1	-0.2	-0.9	23	3	7	8
CCN(CC(=O)Nc1c(F)cccc1F)C(=O)c1ccc2ccccc2n1	0.4	1	6	0	1.0	1.0	2.7	-15	5	-17	-16
COC(=O)c1ccc(NC(=O)CCc2nnc3ccc(NCc4ccco4)nn23)cc1	-1.9	-4	7	2	-3.8	5.2	1.7	-9	-4	4	-6
CCOc1ccccc1OCCC(=O)NNC(=O)Cn1nc(C)cc1C	0.1	0	1	2	2.7	0.9	2.4	2	-12	3	8
COc1cccc(/C=C2\SC(=O)N(CC(=O)NC3C=CS(=O)(=O)C3)C2=O)c1 (stereo not given)	-5.4	-11	-1	0	2.7	4.6	-1.0	4	7	-13	-16
O=C(CCCOc1ccccc1)N1CCc2ccccc2C1	1.2	-4	-2	-8	0.3	2.1	0.0	5	3	4	12
Cc1[nH]ncc1-c1ccccc1Cl	5.0	-10	2	2	-0.1	-1.7	-0.7	-8	-2	-14	11
COC(=O)c1cncn1Cc1ccccc1	0.9	-8	-1	-2	0.4	.	.	2	1	-6	.
CCOC(=O)N1CCN(C(=O)c2ccc(N3CCCC3=O)cc2)CC1	-1.1	-12	0	-2	0.0	-1.5	-3.0	-1	3	5	83
c1ccc(C[C@H]2CNCCN2CCC23CC4CC(CC(C4)C2)C3)cc1	4.7	-3	7	-3	.	-1.4	3.1	-22	0	-5	14
COC(=O)C1=C(C)NC(c2c(O)ccc3ccccc23)C(C(=O)OC)=C1C (stereo not given)	1.6	-7	-7	-4	3.4	0.8	-0.6	18	-7	0	100
OC1(c2cccc(C(F)(F)F)c2)CCN(c2ncnc3c2[nH]c2ccccc23)CC1	-0.8	-3	12	0	6.0	2.5	2.8	-26	-2	13	-14
CCOC(=O)C[C@H]1c2cc(F)ccc2S(=O)(=O)N1Cc1ccc(OC)cc1	1.4	1	4	-5	2.7	-0.6	-0.9	-3	-10	3	-5
COc1cc(C2NC(=O)C(C#N)=C(S)N2c2ccccc2)ccc1OC(C)C (stereo not given)	1.4	-4	-2	1	2.7	2.8	3.0	-5	-8	-10	-8
COc1ccccc1CNC(=O)CCCNS(=O)(=O)c1cccc2nsnc12	-1.2	-5	0	1	1.2	2.4	2.8	5	5	3	-10
CCN(CC)C(=O)CN1CCC(c2nc3cc(C)c(C)cc3[nH]2)CC1	0.7	-5	4	-6	3.8	0.2	-1.2	-10	18	-17	15
Cc1ccccc1-n1nc(-c2ccc(N)cc2)cc1N	-0.4	-13	-7	1	2.2	0.2	-1.4	15	-3	2	-14
CCOC(=O)N1CCN(C(=O)c2ccc(N3CC4CC(C3)c3cccc(=O)n3C4)c(NC(=O)c3ccc(F)cc3)c2)CC1 (stereo not given)	0.5	7	3	1	-0.8	1.0	-1.4	-15	2	-5	-18
Cc1ccc(S(=O)(=O)CCC(=O)Nc2sccc2C(N)=O)cc1	0.8	7	2	1	2.5	-0.7	-1.9	-9	-1	-3	-6
O=C(CSc1ccc(Cl)cc1)Nc1nnc(-c2ccco2)o1	-1.8	-4	-2	0	-5.8	-2.5	-3.4	9	-3	0	60
COc1ccc(CCNC(=O)c2oc3ccc(S(=O)(=O)N4CCOCC4)cc3c2C)cc1OC	1.0	-5	3	1	1.9	4.6	1.3	2	-8	-2	243
O=C(CSC1=NCCS1)N1CCCC1	-1.2	-1	2	-2	2.2	-1.4	-0.5	-4	-2	22*	-7
CC(C)N(Cc1ccccc1)C(=O)COC(=O)c1cnc(Cl)c(Cl)c1	-1.2	-2	-3	-2	1.6	0.0	-0.5	10	4	-4	-15
Cc1ccc(-c2ccc(=O)n(CC(=O)NCCN3C(C)CCCC3C)n2)cc1 (stereo not given)	-3.5	2	-3	4	0.0	-1.6	-1.2	10	-4	0	12
O=C(COC(=O)c1cc[n+]([O-])cc1)NCC12CC3CC(CC(C3)C1)C2	-1.7	4	3	1	3.1	3.5	-0.3	-9	5	0	-9
CC(=O)OC12CC3CC(C1)C(=NO)C(C3)C2	-0.5	3	0	0	4.0	0.5	-1.9	13	3	-2	-7
CCOC(=O)N1CCC(n2c(SCC(=O)c3ccccc3)nc3ccsc3c2=O)CC1	0.6	-9	-1	3	3.8	1.4	3.3	24	-1	-5	18
Cc1ccc2nc(N3CCN(CCO)CC3)nc(-c3ccccc3)c2c1	-8.9	-6	0	-3	0.6	-1.1	-1.5	-2	2	-8	4
COC(=O)c1cc(C)nc2c1c(C)nn2-c1ccccc1	1.2	-9	0	-8	2.1	-1.6	0.0	-1	-10	-5	7
Cc1cccc(C(=O)N2CC(=O)Nc3ccc(F)cc3C2c2ccc(F)cc2)c1 (stereo not given)	-0.8	-4	-3	1	1.8	-1.6	0.7	10	-2	4	-16
CN(CCCC(=O)Nc1ccccc1)S(=O)(=O)c1ccc(Cl)cc1	2.5	-4	3	1	1.6	-1.2	1.5	-9	-11	-14	-14
c1ccc2c(NC3C4CC5CC(C4)CC3C5)nc(N3CCOCC3)nc2c1 (stereo not given)	0.0	2	1	-4	4.7	1.5	2.0	-3	-1	0	-27
CC(=O)c1ccc(NC(=O)CSc2nccn2CCc2ccccc2)cc1	0.5	-9	-1	-3	0.5	0.8	-1.9	-29	-4	-2	-8
Cc1cccc(-n2cnc(C(=O)N3CCN(C)CC3)c2)n1	2.5	-9	4	-2	0.9	2.2	0.9	16	-12	0	-10
O=C(Nc1ccc2c(c1)OCO2)Nc1ccc(F)cc1F	-0.3	-6	0	-2	2.0	-0.9	1.6	-17	5	-6	-3
OCCCNc1nc(-c2ccc(Cl)cc2)nnc1-c1ccccc1	0.1	4	0	-1	3.1	1.6	0.6	26	-1	1	-4
O=C1c2ccc(Oc3ccc([N+](=O)[O-])cc3)cc2C(=O)N1CCCO	1.0	2	-4	1	-2.8	-0.1	0.5	9	0	-1	1
CC(NS(=O)(=O)c1ccc(Br)cc1)C(=O)NCCc1ccccc1 (stereo not given)	-0.3	3	2	-1	-0.6	0.6	2.1	0	1	-14	-9
COc1ccc(N2C(=O)/C(=C3/C=CC=CN3C)SC2=S)cc1	1.4	-7	7	4	0.2	0.6	-1.2	-5	-1	-1	171
COc1ccccc1/C=C/C(=O)OCC(=O)Nc1c(C)nn(-c2ccccc2)c1C	0.8	6	2	-8	-0.2	2.2	-0.2	-3	1	-3	8
CC1CCCC(C)N1C(=O)COC(=O)C1CCN(S(=O)(=O)c2c(Cl)cccc2Cl)CC1 (stereo not given)	0.1	-3	-2	-2	2.3	-0.2	1.5	-2	10	-8	-10
O=C1NC(=O)C(c2ccccc2)N1 (stereo not given)	0.8	4	1	-2	0.9	.	.	-2	-7	11	.
c1ccc(CCNc2ncnc3c2nnn3Cc2ccccc2)cc1	2.4	-7	0	-5	2.0	0.8	-2.7	-48	-6	-5	9
CCCc1nc2ccc(N)cc2c(=O)n1Cc1ccccc1Cl	-0.6	2	0	1	1.1	5.5	-2.4	1	0	-3	0
Cc1ccc(S(=O)(=O)c2cnc(-c3ccccc3)nc2N2CCN(C)CC2)cc1	-0.4	2	-6	-1	3.8	-1.2	-0.3	-10	7	3	-6
CC(C)(C)c1ccc(C(=O)OCCN2CCCCC2)cc1	-3.1	1	4	0	-0.8	-0.5	1.2	-15	4	0	30
CN1CCN(c2nc(-c3ccc(Cl)s3)cs2)CC1	-0.5	-12	0	-2	0.8	1.2	1.7	1	-10	1	-2
CCc1cc2c(N3CCCCC3)ncnc2s1	-0.3	2	-3	-2	2.9	0.2	-0.1	4	-11	-9	-19

Fetched by compound from the list above (2):
SMILES	CDK5 p35 inh	PKA-R1A act	HTR5A ag ctr	DAGLB inh	phage Ecoli inh	AddAB inh	Ecoli viability	HTR5A inv ctr	Tat transport	PKA-R2B act	SUMO Mot1 rescue
Cc1ccc(-c2ccc(=O)n(CC(=O)NCCN3C(C)CCCC3C)n2)cc1 (stereo not given)	-3.5	2	-3	4	0.0	-1.6	-1.2	10	-4	0	12
CN1CCN(c2nc(-c3ccc(Cl)s3)cs2)CC1	-0.5	-12	0	-2	0.8	1.2	1.7	1	-10	1	-2

(next part)
SMILES	CDK5 p35 inh	PKA-R1A act	HTR5A ag ctr	DAGLB inh	phage Ecoli inh	AddAB inh	Ecoli viability	HTR5A inv ctr	Tat transport	PKA-R2B act	SUMO Mot1 rescue
COc1ccc(C(=O)O/N=C(\N)c2ccc(Cl)cc2)cc1	0.2	1	0	-3	0.1	1.4	-0.5	-1	-3	0	593
C/C(=N\Nc1nc2ccccc2s1)c1cccs1	0.5	-14	-2	0	0.5	-4.1	-0.1	4	29	-18	-11
O=C(NCc1nnc(SCC(=O)N2CCCC2)o1)c1c(F)cccc1F	2.0	1	2	-1	2.2	-1.5	1.1	14	0	-1	3
COc1ccccc1NC(=O)N1CCN(C(=O)c2ccco2)CC1	-1.5	1	3	-1	2.0	0.4	2.0	-12	-2	-1	-16
Cc1ccc(-c2nnc3c(C(F)(F)F)nc4ccccc4n23)cc1	1.3	9	2	1	0.2	0.7	0.2	-5	2	14	-19
COc1cc(F)ccc1S(=O)(=O)N1CCN(C23CC4CC(CC(C4)C2)C3)CC1	-1.7	-8	-1	-3	5.0	4.8	1.2	-19	-6	-3	-22
COc1ccc2cc(C(C)C(=O)Nc3cccc(S(=O)(=O)N(C)C)c3)ccc2c1 (stereo not given)	0.1	5	4	-2	1.7	5.7	0.6	-11	2	-1	-23
O=C(N/C(=C/c1ccco1)C(=O)N1CCCC1)c1cccs1	0.5	4	9	-2	1.2	0.7	1.5	-14	-3	6	140
COC(=O)CSc1nnc(NC(=O)C2CC(=O)N(c3ccc(F)cc3)C2)s1 (stereo not given)	-1.6	-8	2	3	-2.1	-1.2	-0.3	-14	5	2	-22
COc1ccc(CN2CC(C(=O)NCCC(C)C)CC2=O)cc1 (stereo not given)	-0.6	3	2	1	1.1	4.6	-0.7	-4	3	1	-4
CCCn1nnc(NC(=O)c2ccc(Br)o2)n1	-0.8	4	0	-3	5.4	0.4	-0.7	11	8	-8	-2
C=C(C)Cn1c(SCCN2CCOCC2)nc2c1c(=O)[nH]c(=O)n2C	-0.6	-1	0	2	0.0	4.1	-2.7	-36	-1	5	-18
O=C(NC1CCCCC1)C1CCN(c2cnccn2)CC1	-1.7	-4	-2	0	3.3	3.3	-0.2	-1	-1	-10	47
COc1ccc(-c2cc(C)no2)cc1S(=O)(=O)Nc1ccccc1	-1.4	-7	1	1	3.1	2.9	0.9	-9	6	5	-8
CN(c1cccc(NS(=O)(=O)c2ccccc2)c1)S(C)(=O)=O	-1.2	4	-3	3	2.6	1.2	3.4	-15	-10	16	-23
Cn1c(=O)n(-c2ccc(Cl)cc2)c(=O)c2c3c(sc21)COC(C)(C)C3	-0.8	-5	-4	-2	0.9	4.1	-0.9	12	1	3	-1

Compound activity as filed in PubChem BioAssay.
